NR1D1 modulator: modulators of human Rev-erb alpha DNA binding; 370,000 compounds, 0.79% hits; activity, % at 10 µM; Rev-erbα–FITC-DNA binding, fluorescence polarization, 90 min; P20393;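 active means activity above about 14%, limit read from the data; passing the limit was not always enough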;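 further: 0% = DMSO wells with 35 nM protein and 100% = DMSO wells with 750 nM protein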
rCAG RNA binder: molecules binding r(CAG) RNA repeats; r(CAG) RNA repeat, TO-PRO-1 dye displacement fluorescence; inhibition, % at 3 µM; 370,000 compounds, 1.3% hits;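 active means inhibition above the plate cutoff, the mean of all test compounds on that plate plus 3 SD, cut at about 35% in these data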;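 further: 0% = DMSO alone and 100% = 100 µM mitoxantrone as full dye displacement; higher means more dye released from RNA so lower well fluorescence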
NPR1 activator: GC-A (human) enzyme activation. P16066. activation, % at 10 µM. HEK293 GC-A cells, cGMP TR-FRET, EC30 ANP; 0% at EC30 ANP, 100% saturating ANP. AID 1671463. 370,000 compounds, 0.14% hits; in the data active means activation above about 40%
Target sequence (P16066 whole entry, looked up): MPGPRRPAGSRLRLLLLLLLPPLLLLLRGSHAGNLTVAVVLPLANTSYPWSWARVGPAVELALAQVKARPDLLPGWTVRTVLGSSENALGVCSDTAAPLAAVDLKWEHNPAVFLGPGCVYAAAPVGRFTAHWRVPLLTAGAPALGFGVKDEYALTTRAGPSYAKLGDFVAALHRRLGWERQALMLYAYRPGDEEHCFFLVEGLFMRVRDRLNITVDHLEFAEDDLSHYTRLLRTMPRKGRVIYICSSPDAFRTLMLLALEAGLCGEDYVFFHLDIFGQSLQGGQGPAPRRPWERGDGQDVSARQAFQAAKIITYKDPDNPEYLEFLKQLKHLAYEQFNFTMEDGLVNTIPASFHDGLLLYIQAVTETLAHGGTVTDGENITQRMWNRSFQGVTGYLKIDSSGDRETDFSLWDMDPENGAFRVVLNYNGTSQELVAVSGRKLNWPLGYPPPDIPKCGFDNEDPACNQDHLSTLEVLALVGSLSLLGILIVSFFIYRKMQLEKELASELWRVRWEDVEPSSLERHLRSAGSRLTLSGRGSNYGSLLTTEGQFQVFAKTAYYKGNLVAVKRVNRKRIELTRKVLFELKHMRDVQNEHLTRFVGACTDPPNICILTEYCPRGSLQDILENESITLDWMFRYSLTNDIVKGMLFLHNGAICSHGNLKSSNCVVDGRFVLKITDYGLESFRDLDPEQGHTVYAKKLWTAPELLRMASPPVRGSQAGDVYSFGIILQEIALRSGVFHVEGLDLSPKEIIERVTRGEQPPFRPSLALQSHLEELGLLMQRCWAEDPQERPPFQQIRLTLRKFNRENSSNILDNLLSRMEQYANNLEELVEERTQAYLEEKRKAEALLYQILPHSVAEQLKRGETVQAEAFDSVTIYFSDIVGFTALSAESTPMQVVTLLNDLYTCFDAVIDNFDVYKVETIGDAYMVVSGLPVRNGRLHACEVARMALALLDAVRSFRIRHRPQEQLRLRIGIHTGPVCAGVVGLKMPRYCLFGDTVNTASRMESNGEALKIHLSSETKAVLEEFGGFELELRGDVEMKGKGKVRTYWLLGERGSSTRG
NPR2 activator: GC-B (human) receptor activation. P20594. HEK293-GC-B cells, CNP EC30, cGMP TR-FRET; 0% at EC30 CNP, 100% saturating CNP. activation, % at 10 µM. 370,000 compounds, 0.11% hits. AID 1920062;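 active means activation at 10 µM reaching about 35% in either raw or pattern-adjusted values, limit read from the data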
HTRA1 inhibitor: HTRA1 (human) protease inhibition. AID 504803. recombinant HTRA1, FP-rhodamine activity-based probe, fluorescence polarization. 340,000 compounds, 0.5% hits. Q92743. inhibition, % at 5.96 µM; in the data active means inhibition above about 36%;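 further: 0% = enzyme with DMSO and 100% = wells lacking enzyme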
ASAP1 inh: ASAP1 ArfGAP inhibition | 360,000 compounds, 0.19% hits | ASAP1-stimulated ARF1 GTP hydrolysis, GDP FP detection | inhibition, % at 16.5 µM | Q9ULH1; in the data active means inhibition above about 25%;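 further: 0% = vehicle with enzyme and substrate and 100% = no enzyme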
mABHD4 FP: ABHD4 (mouse) inhibition, primary FP screen; 370,000 compounds, 0.54% hits; Q8VD66; purified mABHD4, FP-Rh probe fluorescence polarization; AID 720543; inhibition, % at 8.92 µM;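 active means inhibition exceeding the mean over every tested compound plus 3 SD, cut at about 30% in these data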;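 further: 0% = plate median of compound wells and 100% = S159A mutant with DMSO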
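assay system = mABHD4 protein | compound dosing = single nominal dose of 8.92 µM, 0.89% DMSO final | read-out basis = percent inhibition of probe binding, normalized to plate controls | schedule = Enzyme–compound pre-incubation 45 min, then probe 60 min, both 25 °C | detection = fluorescence polarization, excitation 525 nm, emission 598 nm, BODIPY TMR filters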
PG9 Ab binder: small molecules binding HIV-1 gp120 antibody PG9; TR-FRET gp120-PG9 antibody binding; inhibition, % at 6.7 µM; 360,000 compounds, 0.43% hits; AID 624416; in the data active means inhibition above about 8.5%
ARFGAP1 inh: inhibits rat ARF GTPase activating protein 1; Arfgap1-stimulated ARF1 GTP hydrolysis, GDP FP detection; inhibition, % at 16.5 µM; AID 651572; 360,000 compounds, 0.26% hits;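 active means inhibition above a per-plate limit, mean inhibition of low control wells plus 3 SD, cut at about 25% in these data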;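 further: 0% = DMSO wells with enzyme and 100% = wells lacking Arfgap1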
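Material: rat Arfgap1 GAP domain (His6, aa 1-136), purified enzyme. Also added: human ARF1(Δ1-17)-GTP substrate. Compound dosing: 16.5 µM single point, 1.26% DMSO. Timing: enzyme reaction 120 min at 25 °C after 20 min preincubation. Signal: GDP detection by fluorescence polarization. Read-out basis: percent inhibition of GAP-stimulated GDP formation, scaled between DMSO and no-Arfgap1 medians.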
SMARCA2 activ: activators of SMARCA2 function; activation, % at 9.1 µM; MG213 cells, MMTV-luciferase reporter, dexamethasone, overnight; 370,000 compounds, 1% hits; in the data active means activation above about 7.8%;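 further: 0% = vehicle wells and 100% = reference activator wells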
Numbers without * were called inactive; / = no result given.

entry	Molecule	rCAG RNA binder	NR1D1 modulator	ARFGAP1 inh	HTRA1 inhibitor	NPR2 activator	ASAP1 inh	SMARCA2 activ	mABHD4 FP	PG9 Ab binder	NPR1 activator
1	COC(=O)C[C@@H]1CC[C@H](NS(=O)(=O)c2ccccc2F)[C@@H](CO)O1	1	-1	-5	/	2	-1	-4	3	-0.7	3
2	Cc1cccc(N2C(=O)CC(Sc3nccc(C)n3)C2=O)c1 (stereo unspecified)	-3	0	-3	11	-1	-7	3	-3	1.0	6
3	COCCN1C(=O)N(c2cccc(C)c2)C(=O)C1CC(=O)Nc1cc(OC)cc(OC)c1 (stereo unspecified)	3	-8	-5	-2	-3	8	2	-4	0.9	2
4	COc1ccc(OC)c2c1cc(C(=O)N[C@@H](Cc1ccccc1)C(=O)O)n2C	24	-7	8	0	-2	9	-2	9	-1.6	2
5	CC(C)Cc1nc(C#N)c(N2CCC(C(N)=O)CC2)o1	-2	2	-2	1	1	5	0	-1	-1.0	0
6	Cc1ccccc1C(=O)Nc1ccccc1C(=O)N/N=C\c1ccco1	3	2	-2	1	2	-7	4	0	-3.0	1
7	CC(C)(C)c1nc(SCC(=O)NCc2ccco2)c2ccccc2n1	4	0	6	-18	2	5	1	-2	-0.5	-4
8	C/C(=N/OCc1ccc(Br)cc1)c1ccccn1	-5	-3	0	7	-7	1	9.1*	-5	-1.3	-1
9	COc1cc(-c2cc(C(=O)OCC(=O)NC3CC3)c3ccccc3n2)cc(OC)c1OC	2	12	5	-18	7	5	-4	1	0.7	9
10	OC[C@H]1O[C@H](OC[C@H]2OC(O)[C@H](O)[C@@H](O)[C@@H]2O)[C@H](O)[C@@H](O)[C@@H]1O (stereo partly specified)	4	-7	7	7	4	3	-2	-3	0.2	2
11	CCCn1nnc(NC(=O)c2ccc(Br)o2)n1	1	-1	4	3	-5	12	0	-2	-0.6	-3
12	CC(=O)Oc1c(S(=O)(=O)c2ccc(C)cc2)c(C)nn1C(C)(C)C	-9	0	8	-10	6	-3	0	2	-1.4	3
13	CCCCNC(=O)OC1CC2CC1[C@H]1CCCCN1C2=O (stereo partly specified)	3	-7	-3	/	-1	-12	3	4	-0.6	1
14	CCCN(CC1CC1)C(=O)CSc1nnc(-c2ccncc2)n1-c1ccc(OC)cc1	-2	-3	/	/	-11	/	-2	-1	/	-1
15	CCC(C)N(C(=O)CSc1nc(-c2cccs2)nc2ccccc12)C1CCS(=O)(=O)C1 (stereo unspecified)	1	2	9	-33	-5	8	3	-15	-1.5	-3
16	CSc1cccc(CNC(=O)C2CCC(=O)N(CCc3ccccc3)C2)c1 (stereo unspecified)	1	-8	3	1	-1	-1	0	1	-0.5	-2
17	CC(=O)N1CCc2cc(S(=O)(=O)NC(CC(C)C)C(=O)Nc3ccc4c(c3)OCCO4)ccc21 (stereo unspecified)	-1	-3	-6	-3	-6	-8	-1	-1	-1.9	1
18	Cc1ccc(NC(=O)c2c3c(nc4ccccc24)CCC3)cc1	13	-2	-9	-11	5	18	-3	-11	-1.6	0
19	CCCCN1CC[C@H]2C=CC[C@@H](C(=O)Nc3ccccc3)[C@H]2C1=O	-3	3	3	0	-1	13	0	-3	1.2	0
20	COc1cc(C2CC(=O)c3c(O)cc(O)cc3O2)ccc1O (stereo unspecified)	2	-3	-3	3	0	5	1	-4	1.9	-2
21	CCC(=O)Nc1nc2c(OC)ccc(OC)c2s1	1	9	-5	3	-2	0	-1	7	-0.6	2
22	Cc1cc(C(F)(F)F)nn1CC(=O)N1CCCCC1C (stereo unspecified)	-2	5	-8	9	4	-3	-3	11	-0.9	0
23	COc1ccc(/C=C(\C#N)C(=O)OCC(=O)N(C)C2CCS(=O)(=O)C2)cc1 (stereo unspecified)	2	-2	-9	1	-3	0	0	0	-2.1	0
24	Cc1noc(C)c1S(=O)(=O)NC1CCN(Cc2ccccc2)CC1	0	-2	-2	-17	4	-11	-2	5	2.9	2
25	CC(C)(C)c1sc(N)nc1-c1ccccc1	-2	5	-3	-5	0	0	1	-2	-0.2	1
26	NC(=O)c1nsc(C(=O)N(Cc2ccc(F)cc2)C(C(=O)NCC2CCCO2)c2ccc(F)cc2)c1N (stereo unspecified)	-4	-2	9	-3	-7	-4	0	4	-1.6	-7
27	CC(c1ccon1)N(C)Cc1cn[nH]c1-c1ccc(-c2ccccc2)cc1 (stereo unspecified)	0	-7	-8	-39	-6	5	0	-7	-1.6	5
28	NC(c1csc(Nc2nncc3ccccc23)n1)c1ccccc1Cl (stereo unspecified)	9	-4	11	/	-7	13	-7	19	2.1	-1
29	O=C(NCCc1nnc2ccc(N3CCCCCC3)nn12)c1ccccc1F	-9	-6	-5	-2	-6	-8	0	5	-0.3	0
30	CCC(=O)NC(C)C(c1cccs1)N1CCN(c2ccccc2)CC1 (stereo unspecified)	-8	/	-7	8	/	0	-2	-6	0.3	/
31	CCOc1ccc(-c2nnc(-c3ccco3)o2)cc1	3	-2	-2	-9	-5	6	1	-3	-1.2	-11
32	CN(C(=O)c1cccc(NC(=O)Cc2cccc(NC(=O)C3CCN(C(=O)c4ccccc4)CC3)c2)c1)C1CCCC1	7	0	17	0	-3	-2	-2	5	0.2	0
33	Cc1cc(C)cc(OCC(=O)Nc2nc(-c3cccnc3)cs2)c1	5	5	8	6	-6	0	0	-10	0.4	-1
34	Nc1nc(-c2ccccc2)nn1C(=O)Cc1ccccc1	0	0	8	-1	4	-8	-3	-3	1.1	1
35	CC1=C/C(=N\NC(=S)NCCc2ccccc2)CC(C)(C)C1	-4	5	17	-27	1	6	2	7	0.9	0
36	Cc1cccc(OCc2occc2C(=O)Nc2cccc(-n3cnnn3)c2)c1	11	-4	6	-52	1	3	-2	-30	0.0	5
37	Cc1csc(Nc2ccc(C(=O)O)cc2)n1	-2	4	4	2	-1	15	-1	-4	0.4	3
38	O=C(c1ccco1)N1CCN(C(=O)c2cc3c(s2)-c2ccccc2OC3)CC1	5	-9	8	-4	-3	12	2	6	0.4	-1
39	Cc1ccc(N(C)S(=O)(=O)c2nnc(NC(=O)c3ccco3)s2)cc1	11	-6	-10	-8	3	-2	-1	-9	2.1	8
40	O=C(CSCc1ccccc1)Nc1ccccc1	-2	0	-5	-6	1	-1	7	-2	-1.6	9
41	O=C(Nc1ccc2c(c1)OCO2)C1CC(c2c(F)cccc2Cl)=NO1 (stereo unspecified)	-4	3	-3	-6	5	-8	-2	-1	1.8	-5
42	CC(=O)N1CCN(C(=O)c2ccc(NS(=O)(=O)c3ccc(Cl)c(Cl)c3)cc2)CC1	11	1	-2	-2	0	-7	2	6	-1.4	2
43	Cc1ccc(OCCNC(=O)[C@H]2O[C@@H](n3ccc(=O)[nH]c3=O)[C@H](O)[C@@H]2O)cc1C	2	0	1	/	7	-10	-4	0	-0.3	-1
44	O=C(N[C@@H](Cc1cccnc1)C(=O)N1CCC[C@H]1C(=O)NCCc1ccccc1Cl)c1ccco1	2	-5	2	/	-8	5	1	-2	-0.2	1
45	O=C(c1cnn2cccnc12)N1CCN(Cc2ccc3c(c2)OCO3)CC1	-4	-4	-12	-5	3	4	5	3	0.3	-2
46	O=[N+]([O-])c1cccc(S(=O)(=O)Nc2ccc3cn[nH]c3c2)c1	4	-9	18	19	0	-4	1	8	-1.7	1
47	COc1ccc(-n2c(SCC(=O)Nc3cc(C)on3)nc3c(c2=O)SCC3)cc1	2	3	-19	0	1	3	-1	2	-1.1	5
48	COC(=O)c1ccccc1NC(=O)c1ccc(-c2cccc(Cl)c2)o1	0	-9	-4	0	-4	6	0	-2	1.7	0
49	Cc1ccc(C(=O)O)cc1-c1ccc(C=C2C(=O)c3ccccc3C2=O)o1	15	-4	-5	2	-6	-2	-2	29	0.4	-2
50	Cc1ccc2c(Cl)c(C(=O)NCCCn3ccnc3)sc2c1	-3	-2	-16	-1	-2	-6	1	1	0.8	0
51	OCCN1CCOCCN(CCO)CCN(CCO)CC1	-2	7	5	4	3	-2	-2	-9	3.9	-1
52	O=S(=O)(NCc1csc(-c2cccs2)n1)c1cccs1	-2	6	3	-3	0	-2	-1	-4	-1.0	-1
53	CCOc1ccc(C(=O)Nc2cccc(C)n2)cc1	-5	-3	0	5	0	-11	7	-3	1.8	0
54	Cc1cccc(-c2cc(C(=O)Nc3c(C)n(C)n(-c4ccccc4)c3=O)c3ccccc3n2)c1	-4	0	10	1	-1	-2	0	5	-1.7	2
55	Cc1nc(-c2ccc(F)cc2)c(CC(=O)N2CCN(S(=O)(=O)c3ccc(F)cc3)CC2)s1	1	3	3	-5	3	0	-3	-8	-2.1	-4
56	CCNC(=S)N1CCC(C(O)(c2ccccc2)c2ccccc2)CC1	-4	-4	9	-3	-2	-2	-3	2	-0.2	-3
57	COc1ccc(NC2CCCN(C(=O)c3cn(C)c4ccccc34)C2)cc1 (stereo unspecified)	-3	1	12	-6	1	12	5	1	-5.1	0
58	O=C(CSc1cn(CCNC(=O)c2ccccc2)c2ccccc12)NCc1ccco1	5	-7	-16	-11	-6	9	0	-1	-0.6	-11
59	CC(=O)Oc1ccccc1C1C[C@]2(C)CC(=O)NC2N1C(C)=O (stereo partly specified)	-1	-1	19	-2	3	20	2	3	-2.5	1
60	O=C(Nc1ccc2nc3n(c(=O)c2c1)CCCC3)c1cncc(Br)c1	1	2	0	-7	0	2	-1	-1	0.7	2

Single records (already shown). Screens in order: rCAG RNA binder	NR1D1 modulator	ARFGAP1 inh	HTRA1 inhibitor	NPR2 activator	ASAP1 inh	SMARCA2 activ	mABHD4 FP	PG9 Ab binder	NPR1 activator
`O=C(CSc1cn(CCNC(=O)c2ccccc2)c2ccccc12)NCc1ccco1` is listed with 5	-7	-16	-11	-6	9	0	-1	-0.6	-11
`O=C(Nc1ccc2nc3n(c(=O)c2c1)CCCC3)c1cncc(Br)c1` is listed with 1	2	0	-7	0	2	-1	-1	0.7	2

New compounds follow
entry	Molecule	rCAG RNA binder	NR1D1 modulator	ARFGAP1 inh	HTRA1 inhibitor	NPR2 activator	ASAP1 inh	SMARCA2 activ	mABHD4 FP	PG9 Ab binder	NPR1 activator
61	O=C(OCC(=O)N1CCN(c2ccccc2)CC1)c1ccc(O)cc1O	0	2	4	4	-5	1	-2	-7	-0.8	-1
62	COc1cc(NC(=O)c2cccs2)c(OC)cc1NC(=O)CCC(=O)Nc1ccc2ncccc2c1	4	-8	-3	0	2	8	1	2	-3.0	-2
63	C=CCN(c1cccc(C(F)(F)F)c1)S(=O)(=O)c1cccc(C(=O)OCC(=O)NC(N)=O)c1	-2	10	-6	-16	-2	1	-2	-22	0.2	-11
64	CCC(=O)N1CCc2cc(S(=O)(=O)NC(Cc3ccccc3)C(=O)O)ccc21 (stereo unspecified)	2	1	7	2	-3	15	3	-3	0.8	1
65	Cc1nc2cc(C(F)(F)F)ccc2n1C1CCN(C(=O)N2CCOCC2)CC1	-4	-1	-6	7	1	-2	-1	9	0.2	-5
66	CC(=O)Nc1ccc(N(CC(=O)NCC2CCCO2)C(=O)CCC(=O)Nc2cc(C)on2)cc1 (stereo unspecified)	2	-2	-2	-2	1	7	-3	5	2.0	0
